# POLB inh = blocks human DNA polymerase beta activity | P06746 | Pol beta primer extension/strand displacement, fluorescence kinetic | Potency, µM (series often up to 114 µM), for inactives: at the highest dose activity change, negative = inhibition, usual class: inhibitors | 340,000 tested, 1.3% active; note: % is set by controls: 0 for no effect and ±100 for the full control effect
#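 Reaction started by 50 nM substrate onto compound-treated Pol beta (10 nM, 15 min preincubation, room temperature); plates read at 0 min and 10 min. Normalized concentration-effect data fitted by four-parameter Hill equation.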
# BAZ2B inh = blocks human BAZ2B. Q9UIF8. AlphaScreen BAZ2B-H3K14Ac peptide displacement. Potency, µM (titrated, usually from 114 µM), inactives show top-dose activity change, negative = inhibition, most hits filed as inhibitors. 360,000 tested, 4.4% active; note: % is set by controls: 0 for no effect and ±100 for the full control effect; nearly all actives have a fitted effect of over 60% in size
#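 AlphaScreen displacement of biotin-H3(5-23)K14Ac peptide (50 nM final) from BAZ2B (50 nM final) in PBS pH 7.4, 0.01% Tween-20; complex preformed 30 min RT, then compounds (top 110 uM) 30 min RT, beads 20 min dark.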
# BLM helicase inh = inhibitors of human Bloom syndrome helicase BLM; P54132; recombinant BLM DNA unwinding, fluorescence dequenching; Potency, µM (series often up to 56.1 µM), without a hit: at the top dose activity change, negative = inhibition, most hits filed as inhibitors; 350,000 tested, 0.2% active; AID 2528;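 note: plate controls were vehicle for no effect and no enzyme for full effect; nearly all actives have a fitted effect of over 35% in size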
# Pol kappa inh = blocks human DNA polymerase kappa activity; Q9UBT6; purified Pol kappa, fluorescent DNA synthesis assay, 10 min; Potency, µM (series often up to 107 µM), without a hit: at the top dose activity, negative = inhibition, hits mostly inhibitors; 400,000 tested, 0.53% active; AID 588579; note: % is set by controls: 0 for no effect and ±100 for the full control effect
#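 Pol kappa 10 nM + cpd, 15 min RT; start w/ substrate 50 nM final; fluorescence kinetic read, 0 and 10 min. Neg ctrl: buffer, no enzyme.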
# G9a inh = blocks human histone lysine methyltransferase G9a. G9a H3K9 monomethylation, AlphaScreen, 2 h. Potency, µM (highest dose often 102 µM), without a hit: top-dose activity, negative = inhibition, actives largely listed as inhibitors. 350,000 tested, 8.8% active. AID 504332; note: % is set by controls: 0 for no effect and ±100 for the full control effect; nearly all actives have a fitted effect of over 75% in size
#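 G9a (20 nM) was preincubated 15 min with compound, then reacted 2 h at room temperature with 500 nM biotin-H3K9 peptide and 20 µM SAM. Monomethyl-H3K9 detected by AlphaScreen using anti-H3K9me1 antibody.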
# POLI inh = DNA polymerase iota (human) inhibition. AID 588590. Potency, µM (series often up to 115 µM), without a hit: at the top dose activity, negative = inhibition, hits mostly inhibitors. 390,000 tested, 1% active. Pol iota fluorescent replication assay, 10 min. Q9UNA4
# Target sequence (Q9UNA4 whole entry, looked up): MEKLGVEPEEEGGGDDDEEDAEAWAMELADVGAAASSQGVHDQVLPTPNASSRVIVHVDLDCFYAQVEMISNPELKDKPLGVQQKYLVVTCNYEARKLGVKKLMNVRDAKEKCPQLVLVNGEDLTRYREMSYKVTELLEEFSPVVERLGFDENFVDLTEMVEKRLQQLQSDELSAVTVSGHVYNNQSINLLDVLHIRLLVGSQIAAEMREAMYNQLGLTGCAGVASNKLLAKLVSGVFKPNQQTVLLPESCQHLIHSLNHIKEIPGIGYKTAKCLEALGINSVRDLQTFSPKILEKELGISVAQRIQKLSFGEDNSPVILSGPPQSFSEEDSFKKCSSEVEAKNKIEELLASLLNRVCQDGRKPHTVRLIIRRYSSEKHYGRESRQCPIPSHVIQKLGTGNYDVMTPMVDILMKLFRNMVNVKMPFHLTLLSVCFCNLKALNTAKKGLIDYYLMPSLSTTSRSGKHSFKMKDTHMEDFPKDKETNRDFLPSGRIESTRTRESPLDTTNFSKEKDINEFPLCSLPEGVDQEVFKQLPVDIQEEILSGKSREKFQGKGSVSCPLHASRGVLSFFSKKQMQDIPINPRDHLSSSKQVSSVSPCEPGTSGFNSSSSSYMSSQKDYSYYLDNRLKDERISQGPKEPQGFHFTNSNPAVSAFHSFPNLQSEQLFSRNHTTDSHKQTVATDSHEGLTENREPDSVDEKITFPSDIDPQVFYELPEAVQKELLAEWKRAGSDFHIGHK
#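 Pol iota at 10 nM preincubated 15 min with compounds at room temperature; reaction started with fluorescent substrate, 50 nM final. Fluorescence read kinetically at 0 and 10 min; buffer-only wells as negative control.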
# JMJD2A Tudor inh = JMJD2A Tudor domain (human) inhibition. O75164. AlphaScreen JMJD2A-Tudor / H3K4me3 peptide binding. Potency, µM (series often up to 114 µM), for the others: at the top dose activity change, negative = inhibition, actives largely listed as inhibitors. 390,000 tested, 4.4% active. AID 504339; note: % is set by controls: 0 for no effect and ±100 for the full control effect; nearly all actives have a fitted effect of over 50% in size
# APE1 inh = blocks human APE1 abasic DNA cleavage. P27695. recombinant APE1, TAMRA/BHQ-2 abasic DNA cleavage fluorescence. Potency, µM (series often up to 65.8 µM), without a hit: top-dose activity change, negative = inhibition, most hits filed as inhibitors. 350,000 tested, 0.35% active. AID 2517;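 note: plate controls were vehicle for no effect and reference inhibitor for full effect; nearly all actives have a fitted effect of over 55% in size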
# Target sequence (P27695 whole entry, looked up): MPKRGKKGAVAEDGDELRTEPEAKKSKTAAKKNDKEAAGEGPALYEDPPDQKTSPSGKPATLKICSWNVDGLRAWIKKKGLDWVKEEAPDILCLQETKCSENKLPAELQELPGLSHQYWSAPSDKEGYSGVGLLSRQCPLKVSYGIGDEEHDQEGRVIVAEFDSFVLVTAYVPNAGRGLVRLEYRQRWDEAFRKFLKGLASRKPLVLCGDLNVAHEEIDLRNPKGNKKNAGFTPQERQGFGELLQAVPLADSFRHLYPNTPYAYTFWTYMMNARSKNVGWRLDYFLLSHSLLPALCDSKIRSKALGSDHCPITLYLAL
#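 Compound pre-exposure to 0.75 nM APE1, 15 min at ambient temperature. Reaction initiated with 50 nM TAMRA/BHQ-2 THF substrate, read immediately in kinetic mode, 525 nm excitation, 598 nm emission.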
# POLH inh = blocks human DNA polymerase eta activity | Q9Y253 | recombinant Pol eta, fluorescent DNA replication assay | Potency, µM (titrated, usually from 114 µM), for inactives: at the top dose activity change, negative = inhibition, hits mostly inhibitors | 390,000 tested, 1.2% active; note: % is set by controls: 0 for no effect and ±100 for the full control effect
#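 Pol eta at 10 nM preincubated with compounds 15 min at room temperature; reaction started with fluorescent substrate (50 nM final) and read kinetically at 0 and 10 min.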
# * = called active by the depositor; ? = inconclusive; nt = not tested or not shown; [ ] = another dose, or the depositor's remark. Calls come from the whole dose curve; as a rule, active = well fitted curve in the direction sought with a large enough effect; inconclusive = small, poorly fitted or top-dose-only effect, or another doubt; inactive = no such curve, though single readings can be large; an effect the other way counts as inactive or inconclusive. Potency is the fitted concentration of half-maximal effect. Some of the compounds tested. The share of hits here may be higher or lower than overall.
SMILES,POLB inh,BAZ2B inh,BLM helicase inh,Pol kappa inh,G9a inh,POLI inh,JMJD2A Tudor inh,APE1 inh,POLH inh
Cc1cccc(NC(=O)C2CCN(S(=O)(=O)c3ccc4c(c3)C(C)(C)C(=O)N4C)CC2)c1C,78%,5%,-2%,-8%,nt,19%,-23%,-8%,-15%
Clc1ccc(-n2ncc3c(N4CCCCCC4)ncnc32)cc1,0%,26%,-1%,11%,-6%[59 µM],20%,0%,-2%,-12%
COc1ccc(-c2c3c(=O)n(C)c(=O)n(C)c3c3n2-c2ccccc2NC3c2ccc(OC)cc2)cc1 (stereo not given),1%,-12%,-3%,4%,-25%[59 µM],-13%,-3%,nt,0%
COc1cccc(C(=O)N2CCCC(c3nc(-c4cccs4)no3)C2)c1 (stereo not given),3%,11%,-6%,-2%,-39%,-3%,-9%,-2%,-9%
CN1CCN(c2ccc(NC(=O)COc3ccc4ccccc4c3)cc2)CC1,5%,-18%,1%,-13%,35µM*,-20%,-25%,10%,-19%
O=C(NCc1cccnc1)c1ccc(NS(=O)(=O)c2cccc([N+](=O)[O-])c2)cc1,nt,nt,nt,-12%,nt,3%,-8%,13%,-11%
O=C(NCCN1CCOCC1)C(=O)NCc1ccco1,23%,-16%,1%,0%[60.1 µM],2%,-14%,-1%,-6%,5%
Cc1ccc(OCC(=O)Nc2nc(-c3ccc(Br)cc3)ns2)cc1C,11%,-28%,-1%,3%,16%[59 µM],11%,0%,nt,-14%
COc1ccc(C(=O)CSc2nnc(Cn3cnc4ccccc43)o2)cc1,5%,-1%,0%,-3%,?,27%,-8%,0%,-6%
CCCCOC(=O)c1ccc(NC2=NS(=O)(=O)c3ccccc32)cc1,10%,2%,-8%,-19%,-27%[59 µM],5%,-11%,nt,-6%
Cc1ccc(S(=O)(=O)N2CCC(C(=O)N3CCN(c4ccccn4)CC3)CC2)cc1,-1%,-12%,-2%,-1%,?,22%,6%,-7%,-8%
CCn1c(=S)sc2c(=O)n(-c3ccccc3)c(SC)nc21,21%,-7%,-2%,-8%,45µM*,24%,-23%,0%,-23%
CCOCCCNC(=O)CN1C(=O)CSc2ccc(S(=O)(=O)N3CCOCC3)cc21,-3%,-5%[57.1 µM],-1%,5%,-9%,17%,-3%,61%,-16%
CCc1nnc(N2C(=O)c3ccc(Oc4ccc([N+](=O)[O-])cc4)cc3C2=O)s1,-1%,5%,1%,-5%,?,348%[activator],-16%,2%,-15%
CCCCNC(=O)NS(=O)(=O)c1ccc(N)cc1,nt,nt,-1%,7%[19.4 µM],18%[59 µM],nt,nt,-7%,nt

# Whole records as entered above. Order of screens: POLB inh	BAZ2B inh	BLM helicase inh	Pol kappa inh	G9a inh	POLI inh	JMJD2A Tudor inh	APE1 inh	POLH inh
# COc1ccc(C(=O)CSc2nnc(Cn3cnc4ccccc43)o2)cc1 in the list: 5%	-1%	0%	-3%	?	27%	-8%	0%	-6%
# COc1ccc(-c2c3c(=O)n(C)c(=O)n(C)c3c3n2-c2ccccc2NC3c2ccc(OC)cc2)cc1 (stereo not given) in the list: 1%	-12%	-3%	4%	-25%[59 µM]	-13%	-3%	nt	0%
# Cc1ccc(OCC(=O)Nc2nc(-c3ccc(Br)cc3)ns2)cc1C in the list: 11%	-28%	-1%	3%	16%[59 µM]	11%	0%	nt	-14%
# CCc1nnc(N2C(=O)c3ccc(Oc4ccc([N+](=O)[O-])cc4)cc3C2=O)s1 in the list: -1%	5%	1%	-5%	?	348%[activator]	-16%	2%	-15%

# The list continues.
SMILES,POLB inh,BAZ2B inh,BLM helicase inh,Pol kappa inh,G9a inh,POLI inh,JMJD2A Tudor inh,APE1 inh,POLH inh
CCCNC(=O)c1ccc(N2CCC3(CC2)CC(c2ccccc2)=NO3)c(NC(=O)c2ccco2)c1,49%,-3%,-10%,-19%,nt,30%[activator],-14%,1%,-7%
COc1ccc(CNC(=O)c2cccc(N3CCCC3=O)c2)cc1,7%,-7%,-5%,2%,-21%,-5%,0%,11%,0%
CCNc1ncc2nc(-c3ccc(Cl)cc3)c(=O)n(-c3ccc(OC)cc3)c2n1,nt,nt,3%,1%[60.1 µM],3%[0.501 µM],nt,nt,1%,nt
Cc1ccc(NC(=O)Nc2ccc3c(c2)CCC3)cc1C,?,0%,2%,-1%,10%,26%,-9%,5%,-7%
CCC(Oc1ccc(Cl)cc1)C(=O)N1CC(=O)Nc2ccccc21 (stereo not given),5%,-4%,-7%,-9%,14%[12.7 µM],19%,-7%,-12%,-1%
CC1(C)OC2OC(COC(=O)c3ccccc3)C3OC(C)(C)OC3C2O1 (stereo not given),-13%,-2%,-3%,-19%,2%[59 µM],20%,1%,-2%,-17%
Cc1ccc(C)c(OCc2nnc(SCC(=O)NCc3ccc4c(c3)OCO4)o2)c1,6%,1%,-7%,-11%,-43%,129%[activator],-15%,-4%,-16%
CCSc1ncc(Cl)c(C(=O)Nc2nc3ccc(OC)cc3s2)n1,0%,?,-5%,-20%,-27%[59 µM],-3%,-12%,nt,-3%
O=C(C=Cc1ccccc1)CC(c1ccccc1)N1CCOCC1 (stereo not given),nt,nt,nt,-9%,nt,20µM*,-16%,nt,?
CCSc1nc2c(c(=O)n1CC)SC(C)C2 (stereo not given),-28%,-22%,-2%,-7%,-24%[12.7 µM],-7%,-14%,0%,-13%
CN(CC(=O)Nc1ccc(F)cc1)C(=O)CN1C(=O)NC2(CCCCC2)C1=O,nt,nt,nt,6%,nt,27%,2%,-11%,-12%
CC1CN(CCOc2ccccc2C(C)C)CC(C)O1 (stereo not given),0%,?,-7%,12%,10µM*,6%,22µM*,12%,-10%
S=c1[nH]c2ccc(Cl)cc2[nH]1,?,7%,-10%,-1%,1.6µM*,-3%,45µM*,-3%,1%
CCC(C)NC(=O)c1c(F)c(F)c(F)c(F)c1F (stereo not given),13%,-1%,1%,-3%,2%[59 µM],14%,-12%,22%,-12%
COc1cccc(NC(=O)CSc2cc(=O)n(C)c3ccc(Cl)cc23)c1,17%,-6%,-7%,-5%,?,6%,-9%,nt,-11%
Cc1c(NC(=O)COC(=O)C2(c3ccccc3F)CCCC2)c(=O)n(-c2ccccc2)n1C,1%,-5%,0%,-11%,-4%,-27%,1%,-4%,-1%
O=C(Nc1ccc2c(c1)OCO2)C1CCN(S(=O)(=O)c2cccc3cccnc23)CC1,3%,-33%[57.1 µM],-4%,-1%,39%[0.501 µM],8%,-16%,0%,3%
CCN1C(C(=O)c2ccccc2)=C(NC(=O)c2ccc(Cl)cc2)c2ccccc2S1(=O)=O,26%,-18%,-7%,1%,-26%[59 µM],78%[activator],-9%,nt,-20%
NC(=O)NC(Cc1ccccc1)C(=O)NCC1(N2CCCCC2)CCCCC1 (stereo not given),20%,18%,-1%,-2%,18%,-5%,15%[57.1 µM],13%,-13%
O=C(NCc1ccccc1C(F)(F)F)C12CN(Cc3ccccc3)CC1C(c1ccc([N+](=O)[O-])cc1)=NO2 (stereo not given),-5%,47%[activator],2%,-4%,?,6%,-29%,-9%,?
Cc1ccc(C)c(S(=O)(=O)N2CCN(C(=O)Cn3cnc4c3c(=O)n(C)c(=O)n4C)CC2)c1,101%,-2%,-1%,-14%,52%[activator],12%,-21%,2%,8%
Cc1nn(-c2ccccc2C(F)(F)F)c(=O)c2noc(C)c12,75%,1%,-1%,-24%,7%,-3%,2%,0%,-18%
Cc1ccc(NC(=O)CSCC(=O)Nc2cccc3ncccc23)cc1,nt,-2%,nt,-5%,-45%,140%[activator],-17%,-11%,-1%
Cc1nn(C)cc1S(=O)(=O)NCc1ccccc1Cl,4%,-3%,-2%,-1%,1%,15%,-7%,0%,-13%
O=C1CC(=O)c2c1cccc2[N+](=O)[O-],?,50µM*,-13%,nt,10µM*,nt,nt,?,nt
O=C(Cn1cc(C(=O)c2ccco2)c2ccccc21)Nc1ccccc1C(F)(F)F,0%,-7%,-7%,-13%,-4%[59 µM],-8%,-16%,nt,-4%
O=C(NCCCn1ccnc1)NC(C(F)(F)F)C(F)(F)F,-14%,-7%,-2%,-14%,-20%[59 µM],0%,-33%,-2%,2%
Cc1ccc(N2CC(C(N)=O)CC2=O)cc1C (stereo not given),-14%,-2%,-1%,0%,9%,4%,-4%,5%,-5%
CCOc1ccc(NC(=O)NCCCn2c(C)nc3cc(C)c(C)cc32)cc1,-1%,3%,-8%,-6%,10%,-7%,-25%,16%,-1%
CCNC(=O)NC(=O)CSc1ccccc1F,21%,-4%,4%,0%,-1%[59 µM],4%,-3%,-1%,-4%
CCOc1ccc2[nH]c(=O)c(CN(CCO)Cc3nnnn3CCc3ccccc3)cc2c1,4%,8%,3%,4%,?,15%,-16%,-2%,-13%
CC(=O)N1CCc2c(sc(NC(=O)Cc3ccc(C)cc3C)c2C#N)C1,19%,-18%,-1%,14%,12%,16%,?,71%,-4%
Cc1ccc(CN(C(=O)c2cccs2)C2CCS(=O)(=O)C2)cc1 (stereo not given),35%,-19%,-2%,16%,1%,-9%,7%,15%,-12%

# Some of these compounds in order of their number in POLH inh, high to low:
Molecule	POLH inh
Cc1ccc(C)c(S(=O)(=O)N2CCN(C(=O)Cn3cnc4c3c(=O)n(C)c(=O)n4C)CC2)c1	8%
O=C(NCCCn1ccnc1)NC(C(F)(F)F)C(F)(F)F	2%
CCOc1ccc(NC(=O)NCCCn2c(C)nc3cc(C)c(C)cc32)cc1	-1%
O=C(Cn1cc(C(=O)c2ccco2)c2ccccc21)Nc1ccccc1C(F)(F)F	-4%
CCOc1ccc2[nH]c(=O)c(CN(CCO)Cc3nnnn3CCc3ccccc3)cc2c1	-13%
